CSN inh: CSN deneddylation inhibition. AID 651999. actives 0.38% (n = 360,000). Purified CSN, SCF-Nedd8-OG deneddylation, fluorescence polarization. Q92905. inhibition, % at 12.5 µM;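 active = pattern-corrected inhibition above about 35%, with an unprinted fluorescence ratio check between 0.5 and 1.5, limit read from the data, passing the limit was not always enough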;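 note: 0% = enzyme with substrate and 100% = substrate without enzyme; some results filed as inactive read as strong as hits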
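Detection – fluorescence polarization · System – HEK293T-derived human Csn5 enzyme · Controls – substrate-only high control, full reaction low control · Timing – 90 min, room temperature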
STEP inh: inhibitors of human striatal-enriched phosphatase STEP; recombinant STEP, OMFP fluorogenic substrate, fluorescence; P54829; inhibition, % at 20 µM; AID 588621; actives 0.25% (n = 360,000);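 active = inhibition at 20 µM, scaled per plate between control wells, above about 37%, limit read from the data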;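 note: 0% = DMSO with enzyme and substrate and 100% = substrate only without enzyme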
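medium = Bis-Tris buffer pH 6.0, 2.5 mM DTT, 0.005% Tween 20 | test system = STEP (striatal-enriched tyrosine phosphatase) enzyme, cell-free | measure = normalized % inhibition | compound dosing = 20 µM, 1% DMSO | also added = 25 µM OMFP | schedule = reaction 20 min, ambient temperature | measured by = fluorescence read at 480 nm ex / 540 nm em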
SUMO1 PPI mod: alters human SUMO1 binding to SIM partners; actives 0.33% (n = 360,000); P63165; SUMO1 binding to a labelled peptide, TR-FRET, 1 h; inhibition, % at 20 µM; in the data active = inhibition above about 37%
NadD inh: inhibitors of Staphylococcus aureus NadD. purified NadD enzyme, colorimetric absorbance read-out. inhibition, % at 20 µM. actives 0.78% (n = 360,000); in the data active = inhibition above about 26%; note: some compounds past the cut are filed as inactive
Scp-1 inhibitor: Scp-1 (human) phosphatase inhibition. Q9GZU7. Recombinant Scp1, phosphopeptide, malachite green phosphate absorbance. inhibition, % at 20 µM. actives 0.88% (n = 340,000). AID 493091;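 active = inhibition above about 50% at 20 µM, limit read from the data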;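 note: plate controls were DMSO wells with enzyme for no effect and wells lacking enzyme for full effect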
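System: truncated SCP-1 phosphatase (76-261aa); medium: Tris acetate buffer pH 5.5 with MgCl2 and Tween-20; incubation: 45 min room-temperature reaction, 5 min colour, 30 min stabiliser; compound: single 20 µM dose, 1% DMSO; reagent: Phosphorylated 17-residue peptide substrate; read-out: % inhibition at 20 µM; technique: colorimetric free-phosphate detection, absorbance 630 nm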
MsrA inh: inhibitors of bovine MsrA. purified bovine MsrA, absorbance read-out. inhibition, % at 15.5 µM. AID 651718. actives 0.75% (n = 360,000); in the data active = inhibition above about 4.5%;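 note: 0% = vehicle wells with enzyme and 100% = reference inhibitor wells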
DNMT1 block: inhibitors of human DNMT1. P26358. DNMT1 molecular beacon, Hinp1I cleavage, fluorescence. inhibition (reported as % activation of signal), % at 10 µM. actives 0.83% (n = 360,000); in the data active = inhibition above about 50%
Target sequence (P26358 504-1616 limits assumed): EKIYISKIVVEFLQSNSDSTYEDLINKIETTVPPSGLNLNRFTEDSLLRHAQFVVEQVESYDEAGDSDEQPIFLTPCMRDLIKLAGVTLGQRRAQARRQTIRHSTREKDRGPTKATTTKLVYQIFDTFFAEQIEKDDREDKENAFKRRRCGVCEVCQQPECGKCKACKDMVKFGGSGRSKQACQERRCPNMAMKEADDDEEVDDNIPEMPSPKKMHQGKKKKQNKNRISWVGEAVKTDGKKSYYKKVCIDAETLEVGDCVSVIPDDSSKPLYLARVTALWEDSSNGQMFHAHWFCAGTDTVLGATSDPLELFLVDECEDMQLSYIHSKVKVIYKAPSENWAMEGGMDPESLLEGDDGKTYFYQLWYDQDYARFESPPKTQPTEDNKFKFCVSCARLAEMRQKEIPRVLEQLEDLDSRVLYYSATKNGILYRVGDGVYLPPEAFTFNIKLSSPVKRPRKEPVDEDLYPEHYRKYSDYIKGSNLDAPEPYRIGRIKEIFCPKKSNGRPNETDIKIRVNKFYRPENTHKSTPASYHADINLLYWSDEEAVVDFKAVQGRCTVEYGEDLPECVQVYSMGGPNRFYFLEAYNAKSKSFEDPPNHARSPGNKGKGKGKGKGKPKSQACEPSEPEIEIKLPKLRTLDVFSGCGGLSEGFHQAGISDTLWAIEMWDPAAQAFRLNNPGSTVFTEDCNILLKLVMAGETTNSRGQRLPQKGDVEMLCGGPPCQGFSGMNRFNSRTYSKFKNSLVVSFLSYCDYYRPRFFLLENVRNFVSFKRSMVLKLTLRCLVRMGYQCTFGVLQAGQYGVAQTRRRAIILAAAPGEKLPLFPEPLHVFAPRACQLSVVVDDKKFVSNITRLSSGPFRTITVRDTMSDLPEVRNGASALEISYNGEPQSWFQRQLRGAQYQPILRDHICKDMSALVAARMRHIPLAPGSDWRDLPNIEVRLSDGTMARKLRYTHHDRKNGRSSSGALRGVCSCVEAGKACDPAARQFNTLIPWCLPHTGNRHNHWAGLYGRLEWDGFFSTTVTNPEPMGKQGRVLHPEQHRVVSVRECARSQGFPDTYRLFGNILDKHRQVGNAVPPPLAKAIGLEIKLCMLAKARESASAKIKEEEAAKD
Tb MetRS inh: blocks T. brucei methionyl-tRNA synthetase activity; purified T. brucei MetRS, ATP depletion, Kinase-Glo luminescence; inhibition, % at 11.9 µM; actives 0.4% (n = 360,000);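 active = inhibition above a per-plate cutoff of the control wells' mean inhibition plus 3 SD, cut at about 5.5% in these data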;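 note: 0% = DMSO wells median and 100% = median of wells with control inhibitor compound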
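Test system – parasite MetRS enzyme · Reagent – substrates ATP, L-methionine and bulk Escherichia coli tRNA · Doses – 11.9 µM compound single dose, 0.9% DMSO · Times – 15 min enzyme-compound preincubation, 2 h reaction, 10 min detection, 25 °C · Signal – Kinase-Glo luminescence, ATP depletion format · Controls – DMSO-only wells as low control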
LMPTP block: LMPTP (human) inhibition | AID 651560 | inhibition, % at 20 µM | recombinant LMPTP-A, OMFP fluorogenic substrate, fluorescence intensity | actives 0.22% (n = 360,000) | P24666;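 active = compounds that cut the enzyme signal by at least half of the control window in the single-dose screen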;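 note: plate controls were DMSO wells with enzyme plus substrate for no effect and substrate without enzyme for full effect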
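Buffer or medium: Bis-Tris pH 6.0, DTT, detergent; Assay system: LMPTP-A enzyme; Quantity: 0.625 nM enzyme; Detection: endpoint fluorescence intensity; Times: 50 min dark incubation at room temperature; Controls: substrate-only low control, DMSO enzyme-plus-substrate high control; Doses: single 20 µM dose; Read-out: percent inhibition versus substrate-only and uninhibited controls; Reagent: 400 µM OMFP.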
Rpn11 inh: blocks the human proteasome subunit Rpn11; O00487; human 26S proteasome, Ub4-pepOG fluorescence polarization; 20S core pre-blocked with epoxomicin; calls only at 20 µM; actives 0.59% (n = 360,000); AID 588493;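 active = inhibition at 20 µM, scaled to each plate's controls, above about 33%, limit read from the data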
Starred values were filed as active, the others as inactive; i = inactive; . = no result given.

item	canonical_smiles	Tb MetRS inh	SUMO1 PPI mod	CSN inh	MsrA inh	DNMT1 block	LMPTP block	Scp-1 inhibitor	NadD inh	STEP inh	Rpn11 inh
1	COc1ccc(OC)c(C=C2CCc3ccccc3C2=O)c1	-0.1	-4.5	-8.3	0.5	-7.2	1.5	.	-4.2	9.7	i
2	O=C(NCc1ccc2c(c1)OCO2)c1ccc2c(c1)S(=O)(=O)c1ccccc1C2=O	-0.4	-36.1	1.3	-0.2	-0.9	3.9	-2.7	-9.1	-1.1	i
3	CCOC(=O)N1CCN(C(=O)c2ccc(Cn3c(=S)[nH]c4ccc(Br)cc4c3=O)cc2)CC1	-0.4	-7.3	3.2	0.6	-1.1	1.1	8.8	19.2	0.6	i
4	NC(=O)CC(NC(=O)c1cccc(Br)c1)c1ccc(NC2CCCCCCCCCCC2)c([N+](=O)[O-])c1 (configuration not stated)	-0.2	17.1	-2.5	0.4	1.5	0.6	-8.6	0.4	0.6	i
5	CC(=O)Oc1ccc(/C=N/NC(=O)c2ccc(N(C)S(=O)(=O)c3ccccc3)cc2)cc1	-0.9	-6.6	-1.9	1.7	-1.6	1.4	-1.4	3.0	0.6	i
6	Cc1cccnc1NC(=O)CCCc1c[nH]c2ccccc12	-0.3	-2.4	2.9	0.5	-0.8	0.7	-1.8	3.3	-0.7	i
7	CCCC(=O)Nc1ccc2c(c1)nc(CCN1CCC(C)CC1)n2C	-0.1	6.5	-2.4	0.3	3.7	-0.1	.	-4.3	-3.1	i
8	CCS(=O)(=O)n1nc(-c2ccccc2)cc1N	0.7	1.5	-2.5	0.1	3.6	0.3	-12.9	-4.0	0.5	i
9	Cc1cccc(-n2cc(CNCCN3CCOC3=O)c(-c3cccc(F)c3)n2)c1	0.9	1.7	1.0	-0.1	-0.5	-3.3	-11.6	-6.3	1.3	i
10	O=C(Nc1cccc(F)c1)Nc1nnc([C@@H]2C[C@H](O)[C@@H](CO)O2)s1	1.7	1.9	-1.0	-0.8	5.3	-1.9	.	-2.7	2.0	i
11	COc1cccc(-c2nc(N3CCN(c4ccccc4)CC3)c3ccccc3n2)c1O	-0.2	2.5	-0.3	-0.1	-2.4	3.0	-0.1	30.9*	2.6	i
12	O=C(OCc1nnn(Cc2ccccc2)c1-c1c(COC(=O)c2ccccc2)nnn1Cc1ccccc1)c1ccccc1	-0.3	2.7	-1.8	.	4.1	4.4	-11.3	0.7	2.6	i
13	Cc1cc(=O)n2c3ccccc3n(CC(O)CN3CCC(C)CC3)c2c1C#N (configuration not stated)	-0.1	0.8	-12.2	1.7	3.1	-2.5	-5.2	-7.6	-1.8	i
14	Cc1ccc(C)c(CN2C(=O)C3(OCCCO3)c3ccccc32)c1	0.0	-1.5	-2.5	-0.8	8.1	1.7	-4.3	-10.0	0.6	i
15	Cc1ccccc1CN1C(=O)c2ccccc2C1c1nnnn1Cc1ccccc1 (configuration not stated)	-0.3	-4.6	-4.4	-0.8	.	0.1	.	-5.6	.	.

By substructure, the entries above with fluorine (2)
item	canonical_smiles	Tb MetRS inh	SUMO1 PPI mod	CSN inh	MsrA inh	DNMT1 block	LMPTP block	Scp-1 inhibitor	NadD inh	STEP inh	Rpn11 inh
9	Cc1cccc(-n2cc(CNCCN3CCOC3=O)c(-c3cccc(F)c3)n2)c1	0.9	1.7	1.0	-0.1	-0.5	-3.3	-11.6	-6.3	1.3	i
10	O=C(Nc1cccc(F)c1)Nc1nnc([C@@H]2C[C@H](O)[C@@H](CO)O2)s1	1.7	1.9	-1.0	-0.8	5.3	-1.9	.	-2.7	2.0	i

Part of the list above, limited to DNMT1 block and LMPTP block.
cpd	structure	DNMT1 block	LMPTP block
4	NC(=O)CC(NC(=O)c1cccc(Br)c1)c1ccc(NC2CCCCCCCCCCC2)c([N+](=O)[O-])c1 (configuration not stated)	1.5	0.6
5	CC(=O)Oc1ccc(/C=N/NC(=O)c2ccc(N(C)S(=O)(=O)c3ccccc3)cc2)cc1	-1.6	1.4
6	Cc1cccnc1NC(=O)CCCc1c[nH]c2ccccc12	-0.8	0.7

The listing continues:
item	canonical_smiles	Tb MetRS inh	SUMO1 PPI mod	CSN inh	MsrA inh	DNMT1 block	LMPTP block	Scp-1 inhibitor	NadD inh	STEP inh	Rpn11 inh
16	COc1ccc(S(=O)(=O)N2CCOC2CNC(=O)C(=O)NCCN2CCOCC2)cc1OC (configuration not stated)	-0.3	0.5	1.9	-1.9	1.6	-0.3	1.0	0.2	-0.5	i
17	COc1ccc(OC)c(NC(=O)CCN2C(=O)c3cccc([N+](=O)[O-])c3C2=O)c1	-0.6	-25.9	-0.1	-0.4	-0.3	1.7	-8.3	1.1	-0.9	i
18	Cc1cc(C)c(NS(=O)(=O)c2c(C)noc2C)c(C)c1	0.3	-4.5	-3.3	1.5	1.6	-0.3	-8.8	-0.7	0.3	i
19	COc1ccc2nc3n(c(=O)c2c1)-c1cc2ccccc2cc1C(=O)NC3Cc1ccc(O)cc1 (configuration not stated)	-0.2	-6.2	4.6	3.2	-14.7	3.0	.	17.4	1.1	i
20	CC(=O)NC1C(OCc2cccc(Br)c2)OC(COC(C)=O)C(OC(C)=O)C1OC(C)=O (configuration not stated)	-0.4	2.4	-4.8	1.2	-0.3	-0.3	-6.2	-1.3	-2.2	i
21	N[C@@H](C(=O)N[C@@H]1C(=O)N2C(C(=O)O)=C(Cl)CS[C@H]12)c1ccccc1	0.1	10.6	7.9	-0.6	20.6	2.1	57.2*	12.8	5.9	i
22	CC(C)CCOc1ccc(C2=NNC(=O)CC2)cc1	-0.5	-2.6	2.3	-0.6	-0.3	0.0	-1.2	4.1	2.1	i
23	O=C(/C=C/c1ccco1)NCC1OCCc2ccccc21 (configuration not stated)	-0.9	2.6	20.4	-1.2	56.2*	4.6	91.1*	0.2	4.9	i
24	Cc1ccc(S(=O)(=O)N2CC3(O)CN(C(=O)OC(C)C)N(C(=O)OC(C)C)CC3(OC(=O)NC3CCCC3)C2)cc1 (configuration not stated)	0.2	-0.9	0.1	1.0	-2.4	0.6	.	-3.8	3.1	i
25	O=[N+]([O-])c1ccc(C2CC(c3ccccc3)=Nc3ccccc3S2)cc1 (configuration not stated)	-0.3	-5.6	-0.1	1.4	-2.9	3.2	-4.5	4.6	3.3	i
26	COC(=O)C1=C(C)N(C)C(=O)NC1c1c(OC)ccc2ccccc12 (configuration not stated)	-4.8	-9.9	-1.4	-0.9	5.5	0.2	-8.5	-2.6	-1.2	i
27	O=C(O)c1ccc(O)c(N2C(=O)Nc3ccccc3N2O)c1	-0.4	4.8	-4.8	0.6	1.9	-0.9	6.2	0.1	-1.3	i
28	CC12CC3(C)CC(C)(C1)CC(NC(=O)N1CCCC1)(C2)C3	-1.1	-1.5	-2.4	-0.4	5.2	-0.3	-0.4	-7.6	-0.4	i
29	COc1ccc(NC(=O)CN(C)CC(=O)Nc2ccc(C)c(S(=O)(=O)N3CCCCC3)c2)cc1	-0.1	2.5	3.5	-0.3	-11.5	0.7	-2.5	11.2	-3.2	i
30	O=C(CSc1cc(Cl)ccc1Cl)Nc1ccc(N2CCOCC2)cc1	-0.5	4.6	-0.5	1.6	-4.2	-0.2	-3.4	-5.4	-0.6	i

item	canonical_smiles	Tb MetRS inh	SUMO1 PPI mod	CSN inh	MsrA inh	DNMT1 block	LMPTP block	Scp-1 inhibitor	NadD inh	STEP inh	Rpn11 inh
31	COc1ccccc1CN1CC(C(=O)NCc2cccc(C)n2)CCC1=O (configuration not stated)	-0.3	-1.8	0.4	0.1	-3.0	-0.8	-3.1	6.9	-1.7	i
32	COc1ccc(OC)c(CCNC(=O)CCC(=O)N2CCOc3ccc(C)cc32)c1	-0.7	-2.7	-0.2	-0.3	2.1	0.3	-8.5	0.9	0.8	i
33	C/C(=N\NC(=O)C1=NNC(=O)C1C)c1cccs1 (configuration not stated)	-0.7	-4.3	-4.6	3.4	17.5	-0.8	-1.3	-1.2	0.2	i
34	COc1cccc(NC(=O)CN2C(=O)C(c3ccc(C)cc3)=NC23CCCCCC3)c1	-0.5	-1.3	-12.2	-0.7	-4.0	0.2	-5.3	-6.6	-3.5	i
35	COc1ccccc1-c1sc2ccccc2c1-c1ccc(Br)nc1	-0.1	-1.1	0.5	0.3	-3.7	3.8	-6.5	-1.6	4.1	i
36	COc1ccc(C(=O)NCCc2ccc(C(F)(F)F)cc2)cc1S(=O)(=O)N1CCOCC1	-0.3	2.0	-3.7	0.2	0.0	-0.6	-4.6	-3.9	3.5	i
37	Cc1ccc(NC(=O)Nc2ccccc2C(N)=O)cc1	-0.7	1.5	1.0	-0.3	0.0	-0.7	0.9	-7.1	-2.1	i
38	O=C(c1cccs1)N1CCC2(O)CCCCC2C1c1ccc(F)cc1 (configuration not stated)	-0.6	2.9	-1.2	0.5	-1.2	-1.1	-1.8	-4.8	3.4	i
39	CCN(CC)c1ccc(NC(=O)c2cnc3ccccn3c2=O)c(C)c1	-0.8	-26.0	-0.1	0.3	-0.8	-1.0	3.1	4.1	3.5	i
40	OC(COc1ccc(Cl)c2ccccc12)CN1CCN(c2ccccn2)CC1 (configuration not stated)	-0.6	-6.1	-0.1	-2.0	-14.7	2.1	-1.8	1.0	-1.6	i
41	Cc1cc(C)n(CCN(C)c2nc3nonc3nc2NC2CC2)n1	0.6	3.5	-1.2	2.4	-1.8	-0.9	-5.7	2.2	-2.7	i
42	O=S(=O)(NC1=NCCC1)c1cccc(NC(=S)Nc2ccc(OC(F)F)cc2)c1	-0.2	-3.0	-1.8	0.1	-2.0	-0.9	-18.1	2.7	1.4	i
43	COCCN(CCOC)S(=O)(=O)c1ccc(C(=O)Nc2nc(-c3ccncc3)cs2)cc1	-0.5	-0.2	4.6	1.5	1.0	0.7	-5.2	-1.1	1.6	i
44	CC1CCCN(C(=O)COC(=O)Cc2c[nH]c3ccccc23)C1 (configuration not stated)	-0.5	1.5	-3.4	-1.2	1.6	-0.3	1.5	3.3	1.4	i
45	Cn1c(=O)c2[nH]c(CCCCCCCCc3nc4ccccc4[nH]3)nc2n(C)c1=O	0.1	4.8	1.1	0.8	1.5	7.2	-5.4	-3.2	1.3	i
46	N#Cc1nc(-c2ccc(OCc3ccccc3)cc2)oc1NCCCn1ccnc1	0.0	-4.5	-3.1	-0.1	-15.7	-4.2	3.2	29.0	3.5	i
47	CCCC(C)NC(=O)CN1C(=O)c2cccc3cccc1c23 (configuration not stated)	-0.4	-7.8	-1.3	0.7	-0.2	-0.1	-1.8	1.8	1.8	i
48	CCOc1cccc(OCCOCCN2CCCC2)c1	0.1	-5.1	-0.6	-0.7	-1.0	-1.4	-4.3	-3.4	-2.3	i
